Bioassay records deposited in PubChem by several laboratories.
HSP90 inh – HSP90 refolding inhibition in rabbit reticulocyte lysate. luciferase refolding luminescence, 3 h. inhibition, % at 5.6 µM. 290,000 tested, 0.91% active. AID 1789;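 active = inhibition above the screen-wide mean plus 3 SD, computed separately per campaign, cut at about 16% in these data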;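 note: 0% = DMSO wells and 100% = 60 µM geldanamycin wells; inhibitors lower the luminescence because luciferase stays unfolded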
HSF-1 act – increases HSF-1 driven luciferase reporter signal; NIH3T3-HGL HSF-1 luciferase reporter, MG132, 8 h; 100% = twice DMSO control signal; AID 504408; activation, % at 9 µM; 300,000 tested, 1.7% active;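 active = mean replicate activation of at least 50% with a set share of replicates each reaching 50%; inconclusive = only one of those two conditions met; inactive = mean below 50% and too few replicates reaching it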;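 note: 0% = median of the neutral control wells and 100% = twice that signal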
GSK3B inh – human GSK3beta kinase inhibition | GST-GSK3beta kinase, ADP-Glo luminescence, 60 min; hits give low values | activity score (negative = inhibition), % at 10 µM | 300,000 tested, 0.038% active;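 active = more than half of replicate wells score below -50%, meaning over 50% inhibition versus plate controls; inconclusive = some replicates but at most half score below -50%; inactive = no replicate scores below -50%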;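 note: 0% = median DMSO wells and -100% = median GW8510 positive control wells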
Target sequence (P49841 whole entry, looked up): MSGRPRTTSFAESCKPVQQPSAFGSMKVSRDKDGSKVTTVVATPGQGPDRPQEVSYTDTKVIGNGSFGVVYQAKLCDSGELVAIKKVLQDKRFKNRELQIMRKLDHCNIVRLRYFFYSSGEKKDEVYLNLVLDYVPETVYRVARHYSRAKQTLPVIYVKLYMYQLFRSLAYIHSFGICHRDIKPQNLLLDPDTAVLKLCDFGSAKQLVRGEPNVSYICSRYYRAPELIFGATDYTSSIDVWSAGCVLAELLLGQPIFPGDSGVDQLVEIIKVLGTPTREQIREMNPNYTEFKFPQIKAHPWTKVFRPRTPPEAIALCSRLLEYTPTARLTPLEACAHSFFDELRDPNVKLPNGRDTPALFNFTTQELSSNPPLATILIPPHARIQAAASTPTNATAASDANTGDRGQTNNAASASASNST
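Test system: GST-fused GSK3beta enzyme, cell-free | Quantity: 1.6 ng GST-GSK3beta enzyme per well | Reagent: 25 µM ATP with peptide substrate | Schedule: 60 min enzyme reaction, room temperature | Signal: Luminescent ADP-Glo measurement of ADP formed | Read-out basis: Score relative to plate controls | Control set: DMSO and 20 µM GW8510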
DYRK1A inh – Dyrk1A (rat) kinase inhibition; inhibition, % at 12.5 µM; ADP-Glo luminescence, NFATc1 peptide; 310,000 tested, 0.43% active; in the data active = inhibition above about 50%;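 note: plate controls were vehicle with enzyme for no effect and no enzyme for full effect; many of its hits are not listed in these tables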
HSF1 inh – HSF1 inhibition. NIH3T3-HGL HSE-luciferase, MG132-induced, luminescence 8 h; hits give low values. activity change, negative = inhibition, % at 7.5 µM (by protocol). 300,000 tested, 0.77% active. AID 2098;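 active = more than half of replicate wells show activity change below -50%, luminescence cut by over half; inconclusive = some wells, but at most half, below -50%; inactive = no replicate well below -50%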;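 note: luciferase reports HSF-1 transcriptional activity via heat shock element; 0% = median of DMSO wells and -100% = zero luminescence signal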
Platelet DG rel – platelet dense granule release activity | human platelet-rich plasma, SFLLRN dense granule ATP release, luminescence | inhibition, %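 (compounds screened at 7.5 µM in platelet-rich plasma)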 | 300,000 tested, 0.22% active | AID 1663;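 active = mean replicate score, as percent of positive control, at or above 50; inconclusive = mean below 50 but at least one replicate at or above 50; inactive = mean and every replicate below 50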
aSyn UTR inh – MLPCN primary screen, SNCA 5' untranslated region; alpha-synuclein 5'UTR reporter, inhibitor activity; inhibition, % (tested at 7.5 µM); 300,000 tested, 0.82% active; in the data active = inhibition above about 60%; inconclusive = no clear call, values can overlap the other calls;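 note: H4 neuroglioblastoma cells stably carrying SNCA 5'UTR luciferase fusion; 0% = DMSO wells and 100% = positive control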
GSK3A inh – blocks human GSK-3 alpha kinase; P49840; ADP-Glo luminescence, 60 min; inhibition, % at 10 µM; 320,000 tested, 0.1% active; AID 2650;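 in the data active = inhibition above about 50%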;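 note: GST-tagged GSK-3 alpha with peptide substrate and 25 µM ATP; 0% = DMSO neutral wells and 100% = GW8510 positive control wells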
Target sequence (P49840 whole entry, looked up): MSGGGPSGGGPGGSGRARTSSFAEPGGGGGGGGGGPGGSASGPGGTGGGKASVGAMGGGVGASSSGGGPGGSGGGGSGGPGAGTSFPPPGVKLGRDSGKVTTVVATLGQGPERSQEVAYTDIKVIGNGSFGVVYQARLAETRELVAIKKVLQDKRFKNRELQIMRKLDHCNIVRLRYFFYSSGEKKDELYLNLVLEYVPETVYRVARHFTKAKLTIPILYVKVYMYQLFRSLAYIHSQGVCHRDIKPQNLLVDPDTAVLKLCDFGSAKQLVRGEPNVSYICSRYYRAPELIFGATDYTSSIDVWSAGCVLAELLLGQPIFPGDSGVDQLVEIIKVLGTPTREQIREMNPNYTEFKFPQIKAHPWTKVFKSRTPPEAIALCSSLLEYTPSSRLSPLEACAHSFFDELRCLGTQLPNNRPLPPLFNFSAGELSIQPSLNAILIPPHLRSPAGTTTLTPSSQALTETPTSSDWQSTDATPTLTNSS
KLF5 inh – suppresses KLF5 promoter-driven expression. DLD-1 KLF5 promoter-luciferase reporter, luminescence. inhibition, % at 5 µM. 290,000 tested, 0.23% active;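 active = inhibition above a per-plate limit of that plate's mean compound inhibition plus 3 SD, cut at about 60% in these data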;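 note: 0% = DMSO wells and 100% = LY294002 at 200 µM; higher means less KLF5 promoter-driven luciferase light; inactives centre near -14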
IEC-6 tox – counter-screen for KLF5 inhibitors: cytotoxicity in IEC-6 cells; IEC-6 cytotoxicity, luminescence viability; inhibition, % at 5 µM; 290,000 tested, 0.78% active; AID 1825; in the data active = inhibition above about 22%;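 note: 0% = plate median of test compound wells and 100% = cytotoxic reference compound wells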
The depositor's hits bear a star; ? = inconclusive; . = no result given.

SMILES	HSP90 inh	HSF-1 act	GSK3B inh	DYRK1A inh	HSF1 inh	Platelet DG rel	aSyn UTR inh	GSK3A inh	KLF5 inh	IEC-6 tox
O=C(NC(=O)c1ccccc1)OCCN1C(=O)c2ccccc2C1=O	3	-50	-1	.	-36	3	-3	0	-16	-1
O=c1c2c3nc4ccccc4nc3n(/N=C/c3ccccn3)c2ncn1-c1ccccc1	1	3	3	4	-8	2	-238	0	-7	-11
O=C1c2ccccc2C(=O)N1c1ccc(Cl)cc1	9	1	1	.	4	0	-19	4	-10	1
O=c1oc2c(CN3CCN(CCO)CC3)c(O)ccc2cc1-c1ccccn1	0	5	0	-15	-3	8	4	1	-3	-8
O=C(CCCOc1ccc(Cl)cc1Cl)NCC1CCCO1 (centres undefined)	0	-9	-1	-3	4	4	9	11	20	3
COCCN1C(=O)C(=O)/C(=C(/O)c2ccc3c(c2)OCCO3)C1c1ccc(C(=O)OC)cc1 (centres undefined)	3	-5	1	3	-6	1	0	18	-1	-1
C/C(=C/C(=O)Nc1cccc(F)c1)N1CCCC1	-4	22	0	-4	4	6	-12	-5	13	-6
Cc1cc(C(=O)N/N=C2\CCCC(=O)C2)c(C)n1-c1ccccc1	31*	-42	-1	-2	-36	-1	-41	0	-24	-4
CCCCc1nc2cc(C(=O)NCc3cn(C)nc3C)ccc2o1	-4	20	2	0	-4	2	-11	-1	-20	6
CSCCC(NC=C1C(=O)OC(C)(C)OC1=O)C(=O)O (centres undefined)	8	2	3	-1	-11	0	-15	-1	-18	2
COc1cccc(N2CC(C(=O)Oc3ccc4ccccc4c3)CC2=O)c1 (centres undefined)	5	4	1	-3	-10	-4	-4	-6	-32	-8
Cc1cc(C)nc(NS(=O)(=O)c2ccc(NC(=O)C3(c4ccccc4)CCCC3)cc2)n1	-2	12	-1	-1	-1	-3	-13	-3	-12	-7
O=C(CCCCl)OCc1cn(-c2ccc(Cl)cc2)nn1	-3	-4	0	5	-8	5	-23	-4	15	-7
CCCCOc1ccc(-c2ncc([N+](=O)[O-])cn2)cc1	-5	18	2	-2	6	-5	-133	-2	-25	-4
CN(CCc1ccccn1)C(=O)c1ccc(OC2CCN(Cc3ccccn3)CC2)cc1	-1	11	3	-7	4	3	-3	.	-26	-4
COc1ccc(CSCC(=O)Nc2ccccc2SC)cc1	-1	6	3	-1	8	19	9	0	1	3
COc1ccc(NC(=O)Cc2coc3ccc4ccccc4c23)cc1S(=O)(=O)N1CCOCC1	-5	4	-1	3	9	4	3	2	-26	-3
O=C(c1cc2cc(C(F)(F)F)ccc2s1)N1CCOCC1	-3	20	0	.	7	-14	-48	-2	0	0
O=C(NC1CCCCC1)C(c1ccncc1)N(Cc1ccc2c(c1)OCO2)C(=O)c1cnsn1 (centres undefined)	0	-3	1	-10	2	-11	-14	1	-35	2
COCCNC(=O)c1ccc2c(c1)nc(C)n2-c1cccc(Cl)c1	1	-20	-1	2	-2	0	-1	-4	-37	-3
Cc1cccc(-n2c(SC(C)C(=O)O)nc3sc4c(c3c2=O)CCCC4)c1 (centres undefined)	0	-20	6	-3	6	-6	24	-5	-15	-2
CCCNC(=O)COc1coc(CN2CCN(c3ccccc3F)CC2)cc1=O	-4	1	1	.	3	4	0	0	-44	4
CC(=O)C(Cc1ccc(Cl)nc1)Cc1ccc(Cl)nc1	2	-7	2	5	0	-15	30	1	6	-8
O=C1CC(N2CCC(c3nc4ccccc4[nH]3)CC2)C(=O)N1c1ccccc1F (centres undefined)	1	177*	3	12	124	-3	-2	2	-18	-4
COc1ccccc1CNC(=O)COC(=O)[C@H](Cc1c[nH]c2ccccc12)NC(=O)c1cccs1	0	9	0	-4	-4	-24	-2	-6	-21	4
Cc1cc(C(F)F)n2nc(C(=O)Nc3cccnc3Cl)nc2n1	4	-11	1	1	-11	0	8	-1	3	4
COc1ccc(N=Nc2c(N)n[nH]c2N)cc1	0	-1	-1	7	-7	14	-85	2	-22	-4
Cc1ccc(NC(=O)NCCN2CCCCC2)cc1	2	-4	1	10	-2	8	-1	-4	-46	0
CCS(=O)(=O)N1Cc2ccccc2CC1C(=O)Nc1nc2ccc(C)cc2s1 (centres undefined)	-3	-4	-1	18	0	-19	-23	2	6	-4
COc1cccc(OCc2nnc(SC)n2C)c1	4	-1	-3	4	3	-1	-21	2	-6	-3
O=C(C1c2ccccc2C(=O)N2CCc3ccccc3C12)N1CCN(Cc2ccccc2)CC1 (centres undefined)	-2	1	-1	-5	-1	1	-8	-3	7	-8
CC(=O)c1cccc(OCc2cc(C(=O)NC(C)Cc3cccnc3)no2)c1 (centres undefined)	1	7	-2	2	3	11	-14	1	-33	2
CC(/C=C/c1ccco1)=N/NC(=O)CNc1ccccc1C	0	1	-2	0	-2	10	-51	-2	-19	-1
CCCCCC(=O)Nc1ccc(C(=O)N/N=C/c2ccc([N+](=O)[O-])cc2)cc1	-7	20	8	-12	3	2	20	-3	-19	-4
COc1ccc(Nc2nnc(SCc3cc(=O)n4ccsc4n3)s2)cc1	-1	6	3	18	3	2	-29	-2	-25	-2
O=C(CCSc1ccccc1Cl)Nc1cccc([N+](=O)[O-])c1	-3	31	10	6	23	4	-59	1	-22	-5
O=C(NCCc1ccccc1)C(c1ccc(F)cc1)N(C(=O)c1csnn1)C1CC1 (centres undefined)	2	1	.	-7	1	1	-12	-1	-2	-7
O=C(Nc1ccccc1)N(CCCN1CCOCC1)Cc1cc2cc3c(cc2[nH]c1=O)OCCO3	2	-3	2	-7	-4	5	-27	0	0	11
Cc1cccc(C)c1NC(=S)N1CCC(c2ccccc2)C1 (centres undefined)	-1	-19	6	-7	-5	-6	17	1	-16	0
O=C(c1ccccc1)N1CCC(O)(c2ccc3c(c2)OCO3)CC1	-1	6	1	9	-10	21	-18	-1	-9	2

Ordered by number of heavy atoms (descending): some entries from above.
SMILES	HSP90 inh	HSF-1 act	GSK3B inh	DYRK1A inh	HSF1 inh	Platelet DG rel	aSyn UTR inh	GSK3A inh	KLF5 inh	IEC-6 tox
CCCNC(=O)COc1coc(CN2CCN(c3ccccc3F)CC2)cc1=O	-4	1	1	.	3	4	0	0	-44	4
Cc1ccc(NC(=O)NCCN2CCCCC2)cc1	2	-4	1	10	-2	8	-1	-4	-46	0
COc1cccc(OCc2nnc(SC)n2C)c1	4	-1	-3	4	3	-1	-21	2	-6	-3

Next part
SMILES	HSP90 inh	HSF-1 act	GSK3B inh	DYRK1A inh	HSF1 inh	Platelet DG rel	aSyn UTR inh	GSK3A inh	KLF5 inh	IEC-6 tox
COc1cc(CN(C2CCCCC2)S(=O)(=O)c2ccc(S(=O)(=O)N(C)C3CCCCC3)cc2)cc(OC)c1OC	8	-2	-3	2	-7	-10	30	-1	-19	-6
COc1ccc(S(=O)(=O)Nc2cc(C(C)C)c(O)cc2C)cc1	-2	1	1	-1	1	-2	11	-1	12	-7
COc1ccccc1NC(=O)CS(=O)(=O)c1cccc2nsnc12	-2	-20	2	2	-1	4	18	4	-27	-3
Cc1cccc(-n2c(Cc3ccccc3)nnc2SCC(=O)N2CCOCC2)c1	1	-8	-9	4	1	0	-17	2	2	2
O=C(Cc1cn(Cc2cccc(Cl)c2)c2ccccc12)N1CCCCCC1	-4	15	2	0	5	0	8	1	-5	-4
Cc1cc(Br)c(Cl)cc1NC(=O)CN1C(=O)C2C3CC(c4ccccc4)C(C3)C2C1=O (centres undefined)	10	10	-3	0	3	14	16	0	-26	3
COc1ccccc1N1CCN(/N=C/c2cccc(OC)c2OC)CC1	-1	17	5	-17	0	-2	-12	-1	-16	-3
Oc1oc(C=Nc2ccc(F)cc2F)c2ccccc12	-8	4	3	-3	-1	-1	-4	-2	-27	4
CCOC(=O)c1c(C)c(C(=O)Nc2ccc(F)cc2)c(C)n1C	-4	28	-2	1	6	-3	-15	.	-19	5
CC1CCc2cccc3c2N1c1cc(C#N)c(C#N)cc1O3 (centres undefined)	3	5	-1	2	-4	-6	71*	-2	-33	5
CCc1ccc(-n2cc(-c3ccc(F)cc3)[n+]3c2SCCC3)cc1	1	-17	0	3	-11	0	28	2	-3	28*
NNC(=S)Nc1ccc(OC(F)(F)F)cc1	-3	4	-8	.	-3	-13	-7	-1	-4	0
Cc1cc(C)c(Cn2c(=O)n(CCCC(=O)NCc3ccco3)c(=O)c3sccc32)c(C)c1	-3	-7	2	8	3	-5	34	1	-23	4
CC(/C=N/NC(=O)c1ccc2nc(C)[nH]c2c1)=C\c1ccccc1	-2	-10	2	3	-7	-2	-67	-1	-14	-7
CC(C)N(Cc1ccccc1)C(=O)COC(=O)c1cnccn1	-1	4	4	.	-9	4	0	-2	-27	2
COC(=O)c1ccc(NC(=O)CCNS(=O)(=O)c2cccc3nonc23)cc1	1	3	1	7	-8	1	12	0	-6	6
Cc1ccc(C(CNS(=O)(=O)c2ccc(Br)cc2)N2CCN(C)CC2)cc1 (centres undefined)	.	4	0	12	-3	6	-9	-1	.	.
CO/N=C/c1ccc(Oc2ccc([N+](=O)[O-])cc2[N+](=O)[O-])c(OC)c1	-1	9	1	-6	6	13	9	-1	-11	-3
CCOC(=O)N1CCC(NS(=O)(=O)c2ccc(C)c(Cl)c2)CC1	-2	-8	-3	.	-2	-8	-4	-1	-9	0
O=C(COc1ncnc2sccc12)N1CCN(c2ccccc2)CC1	1	-2	3	-4	1	2	-1	0	-4	1
CN(C)CCCN(C(=O)COc1ccccc1)c1nc2c(Cl)cccc2s1	-3	-5	-4	0	-2	-1	15	4	-20	-1
COc1ccc(OC)c(-n2c(-c3ccc(S(C)(=O)=O)cc3)cc(C=O)c2C)c1	3	20	0	5	20	9	5	-1	-30	-6
CCC1(C)Cc2c(sc3nnn(CC(=O)Nc4cccc5ccccc45)c(=O)c23)CO1 (centres undefined)	2	6	2	7	9	1	-9	0	-7	-4
Cc1cccc(NC(=O)c2cc([N+](=O)[O-])ccc2Cl)c1O	-6	29	1	-2	19	0	-85	1	-13	-1
CCOC(=O)c1nn(-c2ccc(C)cc2)c(=O)cc1OCC(=O)Nc1cccc(C)c1	.	-6	0	1	1	18	5	.	.	.
CC1(C)COC(Cn2c3ccccc3c3ccccc32)O1 (centres undefined)	-2	9	2	0	-9	1	2	0	-4	11
c1ccc(CCNc2ncnc3nc[nH]c23)cc1	8	3	0	21	-5	4	-113	4	-80	-5
CCC(C)NC(=O)c1nc2c(nnn2Cc2ccccc2Cl)c(=O)[nH]1 (centres undefined)	-1	?	.	-3	30	3	29	-9	-19	-1
Cc1cc(NC(=O)Nc2ccccc2)n(C(C)(C)C)n1	6	2	-1	-1	-1	9	-3	-1	-12	9
Cc1ccc(N2C(=O)N(CC(=O)Nc3ccc([N+](=O)[O-])cc3)C(=O)C2C)cc1 (centres undefined)	-1	12	1	-8	2	-1	-22	-1	-2	-3
Cn1c(SCc2nc(-c3ccc(Cl)cc3)no2)nnc1-c1cccs1	3	30	2	-11	12	3	-7	.	5	2
O=C(O)C(Cc1c[nH]c2ccccc12)N1C(=O)C2C3c4ccccc4C(c4ccccc43)C2C1=O (centres undefined)	-2	-13	-9	-1	5	-3	13	-5	-17	-5

This is a subset; count on the stated rates, not on these rows.
